Source: PubChem BioAssay (Johns Hopkins Ion Channel Center)
KCNQ2 block: KCNQ2 channel blockers in CHO-K1 cells – cell-based, FluxOR thallium flux, B-score, primary screen (AID 2156) | 20 min; stronger effect = lower value | B-score at 10 µM | 310,000 tested, 1.1% active;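 active = fluorescence ratio B-score at most minus 3 library SDs, with starting brightness B-score within 2 library SDs, cut at about -5.5 in these data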
Kir21 inh: blocks the mouse Kir2.1 inward-rectifier potassium channel; P35561; HEK293-Kir2.1, FluxOR thallium flux fluorescence; stronger effect = lower value; B-score at 10 µM; 310,000 tested, 0.85% active;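 active = fluorescence ratio B-score at or below minus 3 SD of library scores, with starting-brightness B-score within 2 SD, cut at about -4.2 in these data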;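 also: channel flux triggered by added potassium and thallium sulfate stimulus; B-score of peak minus minimum fluorescence over baseline after thallium stimulus; more negative B-score means stronger Kir2.1 block with less thallium influx; some compounds called inactive have numbers as strong as hits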
Target sequence (P35561 whole entry, looked up): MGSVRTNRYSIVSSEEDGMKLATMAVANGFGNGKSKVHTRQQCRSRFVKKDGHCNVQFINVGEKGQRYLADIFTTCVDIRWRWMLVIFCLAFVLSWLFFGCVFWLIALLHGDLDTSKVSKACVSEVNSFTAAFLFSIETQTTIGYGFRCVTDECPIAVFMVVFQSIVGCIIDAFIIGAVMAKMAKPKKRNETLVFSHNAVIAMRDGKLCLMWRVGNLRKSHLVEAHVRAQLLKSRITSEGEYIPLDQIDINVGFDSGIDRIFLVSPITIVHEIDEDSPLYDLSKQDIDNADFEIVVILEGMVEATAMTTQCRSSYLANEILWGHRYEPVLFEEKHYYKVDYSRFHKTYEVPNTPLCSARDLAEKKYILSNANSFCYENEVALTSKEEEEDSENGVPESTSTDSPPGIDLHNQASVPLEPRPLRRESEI
* marks the source's active call; other numbers are inactive results; i = inactive.

SMILES	KCNQ2 block	Kir21 inh
Cc1ccc(NC(=O)C2CCCN2S(=O)(=O)c2ccc3c(c2)n(C)c(=O)c(=O)n3C)cc1C (stereo unspecified)	i	-0.46
O=C(NCCC(c1ccccc1)c1ccco1)c1cccs1 (stereo unspecified)	i	-0.32
COc1ccccc1OCCNC(=O)CCNC(=O)c1ccccc1Cl	i	-0.45
CN(c1ccccc1)c1nc(N)c([N+](=O)[O-])c(NCc2ccco2)n1	i	-1.5
COCCCN(C(=O)Nc1ccccc1)C(C)c1ccncc1 (stereo unspecified)	i	-0.91
CCOC(=O)C1CCCN(C2CC(=O)N(c3ccc(N4C(=O)CC(N5CCCC(C(=O)OCC)C5)C4=O)cc3)C2=O)C1 (stereo unspecified)	i	-0.03
CCOC(=O)Nc1cccc(Cl)c1C	i	-1.6
COc1ccc(CC(=O)Nc2nnc(C)s2)cc1	i	-2
O=C(Nc1ccccc1Cl)c1ccc(S(=O)(=O)N2CCOCC2)cc1	i	-0.35
O=C1NC(=O)/C(=C\c2ccc(N3CCOCC3)o2)N1	i	-0.85
CCn1cc(CN2CCC(n3nccc3NC(=O)CCCc3ccccc3)CC2)cn1	i	-0.32
Cc1cc(C)nc(NC(=O)Cc2ccc(Cl)cc2)c1	i	1.4
CC1CCCN(Cc2c(C(=O)N3CCc4ccccc4C3)nc3ccc(Cl)cn23)C1 (stereo unspecified)	i	-0.88
Cc1c(C=O)c(=O)n(-c2ccccc2)n1-c1ccccc1	i	1.7
CCOc1ccc(NS(=O)(=O)c2ccc3[nH]cc(C(=O)NCC4CCCO4)c(=O)c3c2)cc1 (stereo unspecified)	i	-0.36
CCOc1ccc(C(=O)NC(=S)NC2CCCC2)cc1[N+](=O)[O-]	i	0.01
COc1cccc(-c2nc(CS(=O)(=O)CC(=O)Nc3cc(OC)ccc3OC)c(C)o2)c1	i	-0.38
O=C(NNC(=S)NC(=O)c1cccnc1)c1ccc(F)cc1	i	1.3
CC[C@H](C)[C@@H](CN[C@H](C)CNC)NCCC(c1ccccc1)c1ccccc1	i	-3.6
CC(=O)Nc1ccc(NC(=O)C(C)Oc2ccccc2F)cc1 (stereo unspecified)	i	-0.22
CNC(=O)/C(C#N)=C\c1cc(C)n(-c2ccc(N3CCOCC3)cc2)c1C	i	-1.8
CCSc1nnc(NC(=O)c2cc(C)nc3ccccc23)s1	i	1.7
Cc1cc(Br)ccc1NC(=O)CN(C)C(=O)Cn1c(=O)cnc2ccccc21	i	-0.26
CN(C)S(=O)(=O)c1ccc2c(c1)nc(CCC(=O)O)n2C	i	2
COc1cc(/C=C/c2nc3ccccc3c(=O)[nH]2)ccc1OC(F)F	i	0.45
c1ccc(C[C@H]2CNCCN2CCCCC2CCCCC2)cc1	i	-3.3
COCCCNC(=O)C(=O)C1C(=O)Nc2ccccc21 (stereo unspecified)	i	0.07
CN(C)C(=O)c1noc2cc([N+](=O)[O-])ccc12	i	0.32
CCOc1ccc(S(=O)(=O)NCC(=O)N(C)Cc2cccnc2)cc1	i	-0.84
Cn1c(C(=O)NCCC2=CCCCC2)cc2c(=O)n3ccccc3nc21	i	0.18
Cc1ccc(C)c(S(=O)(=O)N2CCCN(C)CC2)c1	i	0.24
O=c1c2nccnc2[nH]c(=S)n1Cc1ccccc1	i	0.03
CC(C)C[C@H](NC(=O)N1CCn2c1nc1ccccc12)C(=O)NCc1ccc2c(c1)OCO2	i	-0.44
CCN(CC)C(=O)c1cc2c(=O)n3cccc(C)c3nc2n1C	i	-1.7
O=C(NCCOc1ccccc1Cl)C(=O)Nc1ccccc1	i	1.2
Cn1c(CO)cnc1SCc1ccc(F)cc1	i	0.99
CCCC(=O)Nc1ccc(NC(=S)NC(=O)c2ccccc2[N+](=O)[O-])cc1	i	0.48
Cc1nnc(NC(=O)c2cc3n(n2)C(C(F)(F)F)CC(C2CC2)N3)s1 (stereo unspecified)	i	-3.2
Cc1ccc(OCC(=O)Nc2nnc(-c3ccco3)s2)cc1	i	0.49
COc1ccc(NS(=O)(=O)c2ccc(-c3coc(C)n3)cc2)cc1OC	i	-0.01

6 of the entries above in order of their number in Kir21 inh, descending:
SMILES	KCNQ2 block	Kir21 inh
Cc1c(C=O)c(=O)n(-c2ccccc2)n1-c1ccccc1	i	1.7
CCOc1ccc(NS(=O)(=O)c2ccc3[nH]cc(C(=O)NCC4CCCO4)c(=O)c3c2)cc1 (stereo unspecified)	i	-0.36
O=C1NC(=O)/C(=C\c2ccc(N3CCOCC3)o2)N1	i	-0.85
CC1CCCN(Cc2c(C(=O)N3CCc4ccccc4C3)nc3ccc(Cl)cn23)C1 (stereo unspecified)	i	-0.88
COCCCN(C(=O)Nc1ccccc1)C(C)c1ccncc1 (stereo unspecified)	i	-0.91
CN(c1ccccc1)c1nc(N)c([N+](=O)[O-])c(NCc2ccco2)n1	i	-1.5

Remaining list, next part.
SMILES	KCNQ2 block	Kir21 inh
CCOc1ccccc1CN1CCC(N2CCOCC2)CC1	i	1.1
COc1nc(Nc2ccc(C(C)=O)cc2)nc(OC)n1	i	-0.01
O=C(NCC1CCCO1)C1CCCN(S(=O)(=O)c2ccc(Br)cc2)C1 (stereo unspecified)	i	1.4
C=CCn1c(SCC(=O)NC(=O)c2cccc([N+](=O)[O-])c2)nnc1-c1ccccc1F	i	1.3
N#CC1=C(N)Nc2ncnn2C1c1ccc([N+](=O)[O-])cc1 (stereo unspecified)	i	0.68
COc1ccc(-c2nnc(SCC(C)C)o2)cc1	i	0.26
O=C1CCCCC1Sc1nnc(-c2ccc3c(c2)OCO3)o1 (stereo unspecified)	i	0.16
CC(C)(C)c1ccc(C(=O)NNC(=O)c2ccccc2Br)cc1	i	-1.1
CCN(CC)c1ccc(/C=N/N2CCN(c3ccccn3)CC2)cc1	i	2.6
NS(=O)(=O)c1ccc(CCNC(=O)C(=O)NCC2OCCN2S(=O)(=O)c2ccc(Cl)cc2)cc1 (stereo unspecified)	i	-0.86
COc1ccccc1Oc1ccc(N/C=C/C(=O)c2ccco2)cc1	i	0.75
O=C(CN1C(=O)COc2ccccc21)Nc1ccc(F)cc1	i	0.18
CC(C)(C)NC(=O)c1ccc2nccnc2c1	i	0.34
COc1ccc(C2/C(=C(/O)c3ccccc3)C(=O)C(=O)N2c2ccccn2)c(OC)c1 (stereo unspecified)	i	0.07
CN(C)CCCOC(=O)N1c2ccccc2C=Cc2ccccc21	i	-0.09
COc1ccc2c(CC(=O)N3CCc4ccccc43)coc2c1	i	-0.03
Cc1cc2oc(=O)cc(CN3CCOCC3)c2cc1C	i	0.78
CN(C)CC(=O)Nc1ccc2cn[nH]c2c1	i	0.51
O=C(NCc1ccco1)c1ccc(=O)oc1	i	0.03
COc1cccc(NC(=O)N2C3CCCC2CC(NC(=O)C2CC2)C3)c1 (stereo unspecified)	i	0.62

Some values from above:
Result for Cc1cc2oc(=O)cc(CN3CCOCC3)c2cc1C in Kir21 inh: 0.78
Result for O=C(CN1C(=O)COc2ccccc21)Nc1ccc(F)cc1 in Kir21 inh: 0.18
Result for NS(=O)(=O)c1ccc(CCNC(=O)C(=O)NCC2OCCN2S(=O)(=O)c2ccc(Cl)cc2)cc1 (stereo unspecified) in Kir21 inh: -0.86
Result for O=C1CCCCC1Sc1nnc(-c2ccc3c(c2)OCO3)o1 (stereo unspecified) in Kir21 inh: 0.16
Result for COc1cccc(NC(=O)N2C3CCCC2CC(NC(=O)C2CC2)C3)c1 (stereo unspecified) in Kir21 inh: 0.62

Next part
SMILES	KCNQ2 block	Kir21 inh
CCc1nnc(NS(=O)(=O)c2ccc(NC(=O)c3ccccc3)cc2)s1	i	-0.27
Cc1ccc([N+](=O)[O-])cc1NC(=O)CN1CCC(C)CC1	i	-0.81
O=C(CSc1cccc2cccnc12)OCC(=O)c1ccccc1	i	0.39
O=C1NC(=O)C2C1C(c1ccc([N+](=O)[O-])cc1)=NN2Cc1ccccc1 (stereo unspecified)	i	-2.1
O=[N+]([O-])c1cccc(-c2ccc3nnc(SCc4ccccn4)n3n2)c1	i	-1.1
COc1cc2c(cc1NC(=O)COC(=O)[C@@H](NC(=O)c1ccccc1F)C(C)C)oc1ccccc12	i	0.66
Cc1ccc(C)c(NC(=O)COc2cccc3c2CCN(Cc2ccccc2)C3=O)c1	i	-0.77
COc1cccc(OCc2cc(/C=N/NC(=O)c3nc(Cl)c(Cl)c(N)c3Cl)ccc2OC)c1	i	1.1
COc1ccc([N+](=O)[O-])cc1C(=O)C(=O)c1ccccc1	i	-0.19
C=CCOC(=O)C(=O)/C=C/c1c(C)n(C)n(-c2ccccc2)c1=O	i	-1
COCC1CCCN(Cc2nc(Cc3ccccc3)no2)C1 (stereo unspecified)	i	-0.63
O=C(CSc1ncnc2sc3c(c12)CCCC3)N1CCC(c2noc3ccc(F)cc23)CC1	i	0.55
CCOC(=O)c1sc2ncn(C(C)C(=O)OC)c(=O)c2c1C (stereo unspecified)	i	-0.38
O=C(Nc1ccc2ccccc2c1)c1cccc(F)c1	i	0.72
O=C(NCCOC(=O)c1ccccc1C(=O)OCCNC(=O)c1cccnc1)c1cccnc1	i	1.1
CC(C)(C)c1ccc(-n2ncc3c2CCCC3NC(=O)CCCn2cncn2)cc1 (stereo unspecified)	i	1.5
Cc1ccc(N2CC(C(=O)NCc3cccnc3)CC2=O)cc1 (stereo unspecified)	i	-1.1
CCOC(=O)c1c(C)[nH]c(C)c1C(=O)COC(=O)c1cccc(C)c1O	i	0.22
Fc1ccc(NC(=S)N2CCCN(c3ccc(C(F)(F)F)cn3)CC2)c(F)c1	i	-0.37
O=C(NCc1ccc2c(c1)OCO2)NC1CCCCC1	i	-0.75
CCOC(=O)C(NC(=O)Nc1ncccn1)(Oc1ccccc1)C(F)(F)F (stereo unspecified)	i	-0.1
N#CC1=C(SCC(=O)c2ccc(Cl)cc2)NC2=C(C(=O)CCC2)C1c1ccco1 (stereo unspecified)	i	1.3
COc1ccc(S(=O)(=O)N2CCC(C(=O)N3CCCC3)CC2)cc1C	i	-0.37
CCNC(=O)C1Cc2cc(S(=O)(=O)N3CCCC3)ccc2N1C(C)=O (stereo unspecified)	i	-0.02
CCOC(=O)NN1C(=O)c2ccccc2NC1c1ccccc1 (stereo unspecified)	i	-0.65
CCOc1ccc(S(=O)(=O)N(C)CC(=O)N2CCN(CC)CC2)cc1	i	0.43
COc1ccc(CNC(=S)Nc2ccccc2F)cc1	i	1.2
COCCn1c(C)cc(C(=O)CSc2nc3ccccc3s2)c1C	i	-0.51
C=CCN1C(=O)c2ccc(C(=O)N3CCN(S(=O)(=O)c4cccc(Cl)c4)CC3)cc2C1=O	i	1
O=C(N/N=C/c1ccc(Br)cc1)c1ccc(F)cc1	i	-0.03
O=C(COC(=O)/C=C/c1ccc(Br)o1)Nc1ccc2[nH]c(=O)[nH]c2c1	i	1
O=C(CC1SC(N2CCCCC2)=NC1=O)Nc1cccc(C(F)(F)F)c1 (stereo unspecified)	i	-0.15
COc1ccc(-c2[nH]ncc2/C=N/NC(=O)c2ccncc2)c(OC)c1	i	0.2
CCOC(=O)N1CCN(c2c(Nc3cc(C)[nH]n3)c(=O)c2=O)CC1	i	-0.05
COC(=O)c1ccc(CN2CCC(Oc3cccc(C(=O)N4CCCC4)c3)CC2)cc1	i	0.67
COc1cc(OC)cc(-c2nc(-c3ccc(Br)cc3)no2)c1	i	-2
CCN1C(=O)N[C@@H](c2cccc(C(F)(F)F)c2)C(C(C)=O)=C1C	i	1.3
CCn1c(SCC(=O)N2CCN(c3ccc(F)cc3)CC2)nnc1-c1ccncc1	i	0
O=C1CCCC(=O)N1c1ccc(NCCOCCO)c([N+](=O)[O-])c1	i	1.6
Cc1ccc(C2=[N+]([O-])C(C)(C)CC2)cc1	i	-1.8

Exported with two lines to a compound: 3 of the compounds above
Below each compound – KCNQ2 block, Kir21 inh
O=C(N/N=C/c1ccc(Br)cc1)c1ccc(F)cc1
  i, -0.03
O=C(COC(=O)/C=C/c1ccc(Br)o1)Nc1ccc2[nH]c(=O)[nH]c2c1
  i, 1
O=C(CC1SC(N2CCCCC2)=NC1=O)Nc1cccc(C(F)(F)F)c1 (stereo unspecified)
  i, -0.15

(list continues)
SMILES	KCNQ2 block	Kir21 inh
COc1ccc(C(=O)/C=C/c2ccc(OC(=O)c3cc(OC)c(OC)c(OC)c3)cc2)cc1	i	0.02
CCCCNCC(O)(c1ccc(Cl)cc1)c1ccc(Cl)cc1	i	-4.2
O=C(Cc1ccccc1)N1CCCC1c1ccccc1 (stereo unspecified)	i	0.41
CCOC(=O)/C(C#N)=C/c1c(N2CCN(c3ccccc3)CC2)nc2c(C)cccn2c1=O	i	2.4
COc1ccc([C@H]2/C=C\CN(Cc3ccc(N(C)C)cc3)[C@@H](C)C(=O)N2Cc2ccc(F)cc2)cc1	i	1
Cc1ccc(N2CCC(N3CCN(C)C(CCO)C3)CC2)cc1 (stereo unspecified)	i	-0.48
COCCCNC(=S)N1CCCC(c2nc3cc(C)c(C)cc3[nH]2)C1 (stereo unspecified)	i	1.8
Oc1ccc(-c2nccc(-c3ccc(F)cc3)n2)cc1	i	0.24
COc1ccc(NC(=O)C(c2ccccc2)N2CCN(c3ccccn3)CC2)cc1Cl (stereo unspecified)	-6.3*	-0.98
O=C(CN1C(=O)CCSc2ccc(S(=O)(=O)N3CCCC3)cc21)NCc1ccccc1Cl	i	-0.04
Cn1cc(C(=O)N/N=C/c2c(O)ccc3ccccc23)ccc1=O	i	0.24
O=C(NCc1ccccn1)c1nnc(Cc2ccc(Cl)cc2)o1	i	-3.1
CCN1CCN(C(=O)c2ccc(CN(c3ccc(C)c(C)c3)S(C)(=O)=O)cc2)CC1	i	0.04
CCS(=O)(=O)N1CCN(C(=O)c2ccccc2)CC1	i	-1.1
COc1ccc(C(=O)CCN2CCN(c3ccc(OC)cc3)CC2)cc1	i	1.7
O=C(CCn1c(=O)oc2ccccc21)Nc1ccc(N2CCOCC2)cc1	i	-0.22
CCOc1ccc(S(=O)(=O)N2CCN(c3ccc(OC)cc3)CC2)c2cccnc12	i	0.26

Hits appear at their usual frequency, and some 1.9% of all compounds hit somewhere here.
